Source: PubChem
CAL PDZ FP-1: inhibitors of human CAL PDZ peptide binding; purified CAL PDZ, TMR-peptide fluorescence polarization, 1 h; inhibition, % at 24.9 µM; 0.92% of 300,000 active; AID 602252;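 active = mean inhibition of at least 30% with at least half of replicates also reaching 30%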;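 also: 0% = DMSO neutral control and 100% = excess unlabeled competitor peptide PRC23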
AddAB inh: less growth of phage-infected E. coli with AddAB. E. coli expressing H. pylori AddAB, absorbance growth. inhibition, % at 11.9 µM. 0.29% of 330,000 active. AID 435030; in the data active = inhibition above about 12%;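 also: 0% = vehicle wells of infected cells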
CAL PDZ FP-2: blocks peptide binding to human CAL PDZ domain; Q9HD26; purified CAL PDZ, TMR-peptide fluorescence polarization, 1 h; inhibition, % at 20 µM; 0.02% of 330,000 active; AID 504414;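 active = highest replicate inhibition of at least 40%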;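 also: plate controls were DMSO neutral control wells for no effect and unlabeled competitor peptide control wells for full effect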
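Material: tagged CAL PDZ protein CerCALP, purified; buffer or medium: sodium phosphate/NaCl buffer pH 7.4 with TCEP, IgG, Thesit; also added: fluorescent TMR peptide probe; schedule: 1 h incubation at room temperature before polarization reading; technique: fluorescence polarization from S- and P-plane intensities, G-factor corrected; control set: unlabelled peptide and DMSO controls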
E coli growth: reduces bacterial viability in AddAB counter-screen; E. coli V3065 growth, OD600 absorbance, 18 h; inhibition, % at 11.9 µM; 0.27% of 330,000 active;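 active = inhibition above the campaign's mean inhibition across all tested compounds plus 3 SD, cut at about 9.9% in these data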;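 also: uninfected addAB+ strain grown without phage in ampicillin broth; 0% = DMSO wells and 100% = ciprofloxacin 0.95 µg/ml wells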
MITF TRPM1 HTS: MITF TRPM1 promoter activation in melanoma cells; AID 588334; activation, % at 12.5 µM; SK-MEL-5 TRPM1-promoter luciferase, 24 h; % of positive control, neutral wells = 0; 0.75% of 300,000 active;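 active = mean activation of at least 80% with every replicate also reaching 80%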;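 also: 0% = neutral control wells and 100% = parthenolide positive control wells; values of inactives mirror those of a sister screen read the other way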
Tat transport: E. coli Tat transport inhibition; inhibition, % at 10 µM; E. coli MC4100 TorA-mCherry Tat export, fluorescence; 0.036% of 340,000 active;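 active = mean replicate inhibition at least 50% and at least half of replicates individually reaching 50%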;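 also: exported cargo escapes ClpAP degradation while cytoplasmic cargo is degraded and loses fluorescence; 0% = median of neutral control wells and 100% = median of NaSCN control wells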
Wnt bcat act: activates Wnt/beta-catenin signaling in a reporter cell assay. activator, plate reader. activation, % at 9.35 µM. 1.2% of 300,000 active; in the data active = activation above about 30%, passing the limit was not always enough;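 also: 0% = neutral control wells and 100% = positive control wells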
phage Ecoli inh: E. coli growth loss with phage present | growth absorbance | inhibition, % at 11.9 µM | 0.26% of 360,000 active | AID 651602; in the data active = inhibition above about 11%
SR-BI HDL uptake: mouse SR-BI HDL lipid transfer inhibition; 0.96% of 320,000 active; ldlA[mSR-BI] CHO cells, DiI-HDL uptake fluorescence, 3 h; AID 488896; inhibition, % at 12.5 µM;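 active = mean replicate inhibition of at least 70% and a set share of replicates each scoring 70 or more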;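 also: 0% = median of neutral control wells and 100% = median of positive control wells; values of inactives mirror those of a sister screen read the other way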
Target sequence (Q61009 whole entry, looked up): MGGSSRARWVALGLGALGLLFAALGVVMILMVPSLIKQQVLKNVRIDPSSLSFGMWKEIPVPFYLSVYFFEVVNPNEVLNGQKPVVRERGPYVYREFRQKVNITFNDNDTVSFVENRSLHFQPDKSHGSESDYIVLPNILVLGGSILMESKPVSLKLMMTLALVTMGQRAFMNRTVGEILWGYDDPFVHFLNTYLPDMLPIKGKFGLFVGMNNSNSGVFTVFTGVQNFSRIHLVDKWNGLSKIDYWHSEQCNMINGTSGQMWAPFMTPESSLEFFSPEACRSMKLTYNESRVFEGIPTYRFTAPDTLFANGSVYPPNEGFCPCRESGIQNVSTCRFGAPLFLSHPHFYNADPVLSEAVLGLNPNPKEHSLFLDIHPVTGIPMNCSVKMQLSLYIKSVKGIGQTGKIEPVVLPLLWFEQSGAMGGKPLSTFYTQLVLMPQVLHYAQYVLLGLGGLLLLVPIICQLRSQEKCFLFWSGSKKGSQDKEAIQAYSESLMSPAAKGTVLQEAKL
SR-BI DiI-HDL act: enhances SR-BI lipid uptake from DiI-HDL | CHO ldlA[mSR-BI] cells, DiI-HDL uptake fluorescence, 3 h; 100 = double the neutral-control signal | activation, % at 12.5 µM | 0.096% of 320,000 active;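 active = mean replicate activation of at least 60% and every replicate at or above 60%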;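 also: 0% = median plate neutral-control signal and 100% = twice that signal; values of inactives mirror those of a sister screen read the other way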
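System: CHO ldlA[mSR-BI] cells / Medium: HEPES-buffered (25 mM, pH 7.4) F12 plus 0.5% BSA / Probe or stimulus: labelled HDL, 10 µg/mL / Doses: single compound concentration, delivered by pin transfer / Schedule: 3 h, 37 °C / Measured by: DiI fluorescence, bottom read / Measure: cell-associated DiI fluorescence as measure of HDL uptake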
The depositor's hits bear a star; x = no result given.

[1] O=C(Nc1ccccc1)c1cccnc1NCCc1ccccc1
[2] COc1cccc(CN(c2ccc3c(c2)CCC3)S(=O)(=O)c2ccc(-n3cnnn3)c(OC)c2)c1
[3] COc1ccc(-n2nnnc2Sc2ccc(S(=O)(=O)N3CCOCC3)cn2)cc1
[4] Cc1ccc(-c2nc(C(=O)NCC3CCCO3)cc3c2[nH]c2ccccc23)cc1 (centres undefined)
[5] Cc1c(C)n(C(=O)CN2CCC(C(N)=O)CC2)c2ccccc12
[6] COc1cc(NC(=O)CNc2cccc(S(=O)(=O)N3CCOCC3)c2)cc(OC)c1
assay / compound	1	2	3	4	5	6
CAL PDZ FP-1	-4	42*	0	-5	-1	3
AddAB inh	2.9	1.4	-1.0	0.0	2.4	x
CAL PDZ FP-2	-2.6	-1.2	0.7	-6.1	-2.7	-3.5
E coli growth	1.1	1.3	-2.9	-5.2	1.6	x
MITF TRPM1 HTS	-9	10	14	-18	-6	-5
Tat transport	7	-4	-8	-1	9	5
Wnt bcat act	0	x	-2	-6	x	1
phage Ecoli inh	5.5	3.0	2.5	0.3	1.8	2.0
SR-BI HDL uptake	5	40	-6	65	1	6
SR-BI DiI-HDL act	-5	-40	6	-65	-1	-6

[7] COc1ccc(OC)c(-n2cnc3cc(C(=O)NCCCN4CCOCC4)ccc32)c1
[8] O=C(NCc1cccnc1)Nc1ccc(Cl)c(Cl)c1
[9] COc1ccc(/C=C2\C(=O)ON=C2c2cccc([N+](=O)[O-])c2)cc1
[10] CC(=O)NC1=C(Nc2ccc(N(C)C)cc2)C(=O)c2ccccc2C1=O
[11] Cc1cc(Cl)ccc1OCC(=O)N1CC(C)CC(C)C1 (centres undefined)
[12] CSc1ncc(C(=O)Nc2ccccc2Cl)c(C)n1
assay / compound	7	8	9	10	11	12
CAL PDZ FP-1	x	-7	x	-4	-1	-11
AddAB inh	2.5	3.9	2.1	-1.6	0.4	2.2
CAL PDZ FP-2	-1.4	-0.9	x	2.0	0.1	-0.3
E coli growth	-1.1	1.6	1.3	-8.3	1.0	-1.2
MITF TRPM1 HTS	x	21	x	-10	7	9
Tat transport	-18	-5	x	7	-3	0
Wnt bcat act	0	2	4	23	-3	17
phage Ecoli inh	x	1.2	2.3	-0.1	-0.2	-1.8
SR-BI HDL uptake	36	-8	x	-5	32	14
SR-BI DiI-HDL act	-36	8	x	5	x	-14

[13] CNC(=S)N(CCc1ccc(OC)c(OC)c1)Cc1cc2c(C)cc(C)cc2[nH]c1=O
[14] Cc1nn(C)c(Cl)c1NC(=O)OCc1ccc(Cl)cc1Cl
[15] CCOc1ccc(NC(=O)CN(C)C(=O)c2cc(C)on2)cc1OCC
[16] CCCn1c(N2CCN(C)CC2)nc2c1c(=O)[nH]c(=O)n2C
[17] COc1cccc(NC(=O)NCCCN2CCN(c3ccc(F)cc3)CC2)c1
[18] NNc1nnc2c3cc(F)ccc3n(CCc3ccccc3)c2n1
assay / compound	13	14	15	16	17	18
CAL PDZ FP-1	-2	0	10	0	-2	0
AddAB inh	2.1	1.8	4.9	0.2	2.4	2.5
CAL PDZ FP-2	-3.1	-0.9	0.5	1.1	-0.8	0.0
E coli growth	-1.5	-1.4	0.0	1.8	-3.1	1.7
MITF TRPM1 HTS	-1	-6	7	-10	-6	-2
Tat transport	-4	-1	2	-18	2	19
Wnt bcat act	x	0	2	x	x	0
phage Ecoli inh	2.0	2.2	2.9	3.0	-0.1	0.2
SR-BI HDL uptake	8	6	2	-24	-4	50
SR-BI DiI-HDL act	-8	-6	-2	24	4	-50

In a second layout: entries from further up
Under each structure: CAL PDZ FP-1, AddAB inh, CAL PDZ FP-2, E coli growth, MITF TRPM1 HTS, Tat transport, Wnt bcat act, phage Ecoli inh, SR-BI HDL uptake, SR-BI DiI-HDL act
10. CC(=O)NC1=C(Nc2ccc(N(C)C)cc2)C(=O)c2ccccc2C1=O
→ -4, -1.6, 2.0, -8.3, -10, 7, 23, -0.1, -5, 5
11. Cc1cc(Cl)ccc1OCC(=O)N1CC(C)CC(C)C1 (centres undefined)
→ -1, 0.4, 0.1, 1.0, 7, -3, -3, -0.2, 32, x
12. CSc1ncc(C(=O)Nc2ccccc2Cl)c(C)n1
→ -11, 2.2, -0.3, -1.2, 9, 0, 17, -1.8, 14, -14
13. CNC(=S)N(CCc1ccc(OC)c(OC)c1)Cc1cc2c(C)cc(C)cc2[nH]c1=O
→ -2, 2.1, -3.1, -1.5, -1, -4, x, 2.0, 8, -8
14. Cc1nn(C)c(Cl)c1NC(=O)OCc1ccc(Cl)cc1Cl
→ 0, 1.8, -0.9, -1.4, -6, -1, 0, 2.2, 6, -6
15. CCOc1ccc(NC(=O)CN(C)C(=O)c2cc(C)on2)cc1OCC
→ 10, 4.9, 0.5, 0.0, 7, 2, 2, 2.9, 2, -2
16. CCCn1c(N2CCN(C)CC2)nc2c1c(=O)[nH]c(=O)n2C
→ 0, 0.2, 1.1, 1.8, -10, -18, x, 3.0, -24, 24
17. COc1cccc(NC(=O)NCCCN2CCN(c3ccc(F)cc3)CC2)c1
→ -2, 2.4, -0.8, -3.1, -6, 2, x, -0.1, -4, 4
18. NNc1nnc2c3cc(F)ccc3n(CCc3ccccc3)c2n1
→ 0, 2.5, 0.0, 1.7, -2, 19, 0, 0.2, 50, -50

Next part
[19] c1ccc(-c2ncnc3nc4n(c23)CCC4)cc1
[20] COc1cccc(NCc2cc(=O)oc3cc(C)c(O)cc23)c1
[21] O=C(Cc1ccc(Cl)c(Cl)c1)NC1CCCCCC1
[22] CS(=O)(=O)c1ccccc1C(=O)N1CCN(Cc2ccccc2)CC1
[23] Cn1c(NC2CCCCC2)c(N=O)c(=O)n(C)c1=O
[24] COc1cccc(CN2CCNC(=O)C2CC(=O)N2CCCCO2)c1OC (centres undefined)
[25] COc1ccccc1NC(C)C(=O)Nc1ccc(C(C)=O)cc1 (centres undefined)
[26] CCc1cc(CNC(=O)c2cccc(OC3CCN(S(C)(=O)=O)CC3)c2)on1
[27] N#Cc1c(N2C(=O)c3ccc(C(=O)O)cc3C2=O)sc2c1CCCC2
assay / compound	19	20	21	22	23	24	25	26	27
CAL PDZ FP-1	-16	-3	x	9	-1	2	3	-1	-4
AddAB inh	-1.1	1.1	2.1	3.4	-3.1	4.2	-0.2	-0.2	1.5
CAL PDZ FP-2	-0.9	-1.6	-1.4	-0.6	6.4	-1.3	-0.7	-1.5	0.7
E coli growth	-2.9	4.1	-3.2	1.8	1.5	0.4	0.1	0.4	-1.2
MITF TRPM1 HTS	-1	0	15	5	-12	12	-3	-9	-5
Tat transport	5	-6	3	17	-1	0	-5	-7	-8
Wnt bcat act	x	2	-1	-1	-2	-3	0	1	5
phage Ecoli inh	3.4	4.0	0.1	4.3	3.0	4.3	2.1	0.6	-1.2
SR-BI HDL uptake	-7	6	x	-20	-8	-17	1	3	17
SR-BI DiI-HDL act	7	-6	x	20	8	17	-1	-3	-17
